High-throughput results deposited in PubChem by several laboratories.
OX1R antag-1: antagonists of human orexin 1 receptor (OX1R). OX1R-expressing cells, FRET antagonist read-out. inhibition, % at 6.6 µM. 330,000 tested, 1.8% active. AID 485270; in the data active = inhibition mostly above about 38%, no sharp cut-off; inactive = mostly below about 40%;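 note: 0% = agonist challenge alone and 100% = reference antagonist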
Target sequence (O43613 whole entry, looked up): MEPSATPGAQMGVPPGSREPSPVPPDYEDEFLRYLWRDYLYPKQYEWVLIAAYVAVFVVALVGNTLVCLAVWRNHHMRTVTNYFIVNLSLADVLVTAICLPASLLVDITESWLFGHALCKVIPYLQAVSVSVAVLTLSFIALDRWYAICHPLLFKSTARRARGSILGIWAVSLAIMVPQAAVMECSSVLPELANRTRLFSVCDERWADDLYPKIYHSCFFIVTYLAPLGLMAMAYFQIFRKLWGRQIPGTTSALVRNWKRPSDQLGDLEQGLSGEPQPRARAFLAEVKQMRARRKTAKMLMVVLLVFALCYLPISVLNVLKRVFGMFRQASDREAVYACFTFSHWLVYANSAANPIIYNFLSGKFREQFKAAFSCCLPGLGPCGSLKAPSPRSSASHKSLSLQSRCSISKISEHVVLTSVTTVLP
STK33 inh: blocks human STK33 kinase activity | purified STK33, MBP phosphorylation, ADP-Glo luminescence | inhibition, % at 10 µM | 320,000 tested, 0.073% active;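 active = inhibition at or above 25%, using the most active replicate where run in duplicate; inactive = inhibition below 25%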
Target sequence (Q9BYT3 whole entry, looked up): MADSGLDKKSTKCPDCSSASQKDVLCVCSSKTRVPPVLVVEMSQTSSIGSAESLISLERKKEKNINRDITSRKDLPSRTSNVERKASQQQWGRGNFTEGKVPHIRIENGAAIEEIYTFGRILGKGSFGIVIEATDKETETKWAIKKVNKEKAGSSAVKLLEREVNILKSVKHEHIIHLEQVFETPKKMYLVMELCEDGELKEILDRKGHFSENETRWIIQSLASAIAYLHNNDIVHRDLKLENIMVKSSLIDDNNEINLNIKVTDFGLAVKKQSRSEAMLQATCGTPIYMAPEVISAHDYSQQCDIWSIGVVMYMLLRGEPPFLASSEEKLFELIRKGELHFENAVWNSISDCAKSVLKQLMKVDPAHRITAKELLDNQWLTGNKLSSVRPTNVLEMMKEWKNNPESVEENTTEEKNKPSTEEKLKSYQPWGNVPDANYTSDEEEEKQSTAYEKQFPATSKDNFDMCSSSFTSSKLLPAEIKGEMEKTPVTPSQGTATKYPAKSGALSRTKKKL
OX1R antag-2: blocks the human orexin 1 receptor; CHO/OX1R cells, Fluo-8 calcium fluorescence, orexin A; inhibition, % at 5 µM; 330,000 tested, 0.43% active; AID 434989;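 active = inhibition above its plate's threshold, mean inhibition of all tested compounds on the plate plus 3 SD, cut at about 37% in these data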;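 note: 0% = orexin A challenge wells and 100% = SB-334867-A antagonist wells; not every result past the cut was called active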
Starred values were filed as active, the others as inactive; / = not tested or not shown.

structure,OX1R antag-1,STK33 inh,OX1R antag-2
Cc1nc2ccc(NC(=O)N3CCC(c4ccccc4)C3)cc2nc1C (stereo not given),16,-0.1,-22
CCOC(=O)c1cc2c(=O)n3ccccc3nc2n(Cc2ccco2)c1=NC(=O)c1cccnc1,52*,0.7,-30
Cc1nc(NC(=O)c2ccc(F)cc2)sc1C(=O)Nc1ccc2c(c1)CCC2,33,-0.9,-34
N#C/C(=C\c1ccncc1)c1ccccn1,31,0.2,-2
Cc1ccnc(NS(=O)(=O)Cc2ccccc2)c1,11,-1.7,-20
CN(C)c1ccnc2sc3c(=O)n(Cc4ccccc4)cnc3c12,3,1.3,0
Cc1c(C(=O)Nc2cc(F)ccc2F)sc2nc3n(c(=O)c12)CCCCC3,19,0.8,-9
CCc1ccc(OCC(=O)N2CCc3ccccc32)cc1,8,-0.2,-30
Cc1ccc(/C=c2/sc3nnc(-c4ccccc4Cl)n3c2=O)o1,9,0.5,-22
COC(=O)c1ccc(OC(=O)N2CCOCC2)cc1,5,-1.0,-6
COc1ccccc1OCC(=O)OCC(=O)Nc1sccc1C(N)=O,21,-0.6,-10
Cn1cccc1CC(=O)N/N=C/c1ccc(Cl)c([N+](=O)[O-])c1,22,0.9,-8
Cc1ccc(-c2csc(NC(=O)CN3CCC(C(N)=O)CC3)n2)cc1,8,0.1,-25
COCCNC(=S)Nc1ccc([N+](=O)[O-])cc1C,16,/,-17
Cc1cccc(C)c1NC(=O)C(NC(=O)c1ccccn1)c1ccccc1[N+](=O)[O-] (stereo not given),4,-1.0,-39

Further results follow:
structure,OX1R antag-1,STK33 inh,OX1R antag-2
CC(C)[C@H](NC(=O)c1ccco1)C(=O)OCC(=O)Nc1ccc(Cl)c(S(=O)(=O)N(C)C)c1,22,2.0,-36
Nc1c(C(=O)c2ccccc2)sc2c1c(=O)[nH]c(=O)n2-c1ccccc1,12,0.2,-12
CC1CN(CC(=O)c2c(N)n(Cc3ccccc3)c(=O)n(C)c2=O)CC(C)O1 (stereo not given),5,0.5,-12
COc1cc(SC)ccc1C(=O)Nc1ccc2ncccc2c1,90*,0.5,-1
Cc1nn2c(-c3ccc(Cl)cc3)nnc2s1,10,-0.3,-10
Nc1nc(SCC(=O)Nc2ccc(Br)cc2F)n[nH]1,4,0.4,18
CCCn1c(SCC(=O)NC(=O)NCc2ccccc2)n[nH]c1=O,1,2.4,-5
CN1C2CCC1CC(NC(=O)c1ccc(Cl)cc1)C2 (stereo not given),0,-1.2,13
COc1cccc(NC(=O)CN2C(=O)c3cccnc3Oc3ccc(Cl)cc32)c1,25,3.6,-2
C=CCNC(=O)C1CCC(CNc2nc(=S)[nH]c3ccccc23)CC1 (stereo not given),8,-0.4,-18
Cc1ccccc1OCC(=O)OCC(=O)NCc1ccccc1Cl,-3,-0.8,0
O=C(N/N=C/c1cccc(NC(=O)c2ccc(Cl)cc2)c1)c1cccc(O)c1,8,-0.8,-22
O=C(CSc1ccc2nnc(CCNC(=O)c3ccccc3)n2n1)Nc1ccc(F)cc1F,2,-1.4,-18
O=c1[nH]n(Cc2ccccc2)c(=O)c2ccccc12,7,0.1,0
Cc1cc2ccccc2n1CCNC(=O)C1CCCCC1,9,-0.8,-32

More records follow.
structure,OX1R antag-1,STK33 inh,OX1R antag-2
COc1ccc(N(CC(=O)O)S(=O)(=O)c2ccc(C)cc2)cc1Cl,12,-1.9,-7
COc1ccccc1N(C)S(=O)(=O)c1ccc(Cl)c(C(=O)NCc2ccco2)c1,18,-2.1,4
O=C(NCc1ccc2c(c1)OCO2)c1cc(-n2cnnc2)ccc1Cl,8,-0.9,-4
COC(=O)C(C(C)C)N1CCc2c(C)nc3c(C#N)cnn3c21 (stereo not given),21,-1.7,-15
CCOC(=O)Cc1nnc(NC(=O)Nc2ccccc2)s1,17,-2.8,-22
O=C(COc1ccc(-c2nnco2)cc1)Nc1ccc(F)c(Cl)c1,16,-0.2,-12
Cc1cc(C(=O)NC2CCCCC2)c(C)o1,11,-2.4,-22
COC(=O)C(O)(CC(=O)Nc1ccc(OC)cc1)C(F)(F)F (stereo not given),18,-7.1,-13
O=C(Nc1ccc(C(F)(F)F)cc1[N+](=O)[O-])O[C@H]1[C@H](Cc2ccccc2)NS(=O)(=O)[C@H]2C[C@@H]3C=C[C@]12O3,4,0.5,-13
CCOC(=O)N1CCN(S(=O)(=O)c2ccc(C(=O)N(CCCN(C)C)c3nc4c(F)cc(F)cc4s3)cc2)CC1,10,-2.4,-28
Cc1ccc(-c2ccc3nnc(SCC(N)=O)n3n2)cc1,60,0.4,-24
Cc1cc(C)c(C2=NOC3C4CCC(C4)C23)c(C)c1 (stereo not given),9,-0.9,-7
CSc1nnc2c3cc(F)ccc3n(C)c2n1,19,0.8,-19
CCOC(=O)C1C2C=CC3(CN(C4CCCC4)C(=O)C13)O2 (stereo not given),11,-0.1,3
CC1(C)CC[C@]2(C(=O)O)CC[C@]3(C)C(=CCC4[C@@]5(C)CC[C@H](O)C(C)(C)C5CC[C@]43C)C2C1 (stereo not given in full),2,-0.5,-5

The results go on:
Order of values: OX1R antag-1, STK33 inh, OX1R antag-2
- COc1ccccc1Nc1nnc(SCC(=O)NC2CCCC2)s1
 : 7, -0.3, -14
- C=CCn1c(Sc2ncc([N+](=O)[O-])s2)n[nH]c1=O
 : 57*, 1.8, 21
- CCc1ccc(N2CC(C(=O)N/N=C/c3ccccc3)CC2=O)cc1 (stereo not given)
 : 17, -1.0, -27
- O=C(CSc1ccc2nnc(CCNC(=O)c3ccccc3)n2n1)NCCc1ccccc1
 : 37, -0.9, -11
- C=CCN(CC=C)CCOc1ccc(C)cc1[N+](=O)[O-]
 : 9, -1.3, -10
- CC(C)N(C(=O)[C@H]1C[C@H](CC(=O)NCCC2=CCCCC2)C(=O)N2CCc3c([nH]c4cc(-c5ccco5)ccc34)[C@]12C)C(C)C
 : 4, /, -14
- CC(C)CC(=O)NC(Nc1ccccc1F)C(Cl)(Cl)Cl (stereo not given)
 : 15, 0.4, -24
- Cc1nn(-c2nc3ccccc3s2)c(C)c1Oc1ccccc1O
 : 38, -1.3, 67*
- CC(C)(C)NS(=O)(=O)c1ccc(NC(=O)C2CCCCC2)cc1
 : 3, -0.9, 4
- CCOC(=O)c1ccc(NC(=O)COc2ccccc2CNC2CCCC2)cc1
 : 12, -1.4, -34
- Cn1c2ccccc2c(=O)c2ccc(C#Cc3ccc(N)cc3)cc21
 : 31, -1.8, 0
- O=C(CCCN1C(=O)c2ccccc2C1=O)Nc1sc2c(c1C(=O)NCc1ccco1)CCC2
 : 10, -0.5, -15
- O=C(CCCCCn1c(SCc2ccncc2)nc2ccccc2c1=O)NCc1ccco1
 : 28, 0.0, -44
- CCC(CC)=NNc1cccc([N+](=O)[O-])c1
 : 10, 0.1, -28
- COc1ccc(C(C)(C)C)cc1NC(=O)c1c(C)noc1C
 : 6, 0.8, -22

Later entries
Order of values: OX1R antag-1, STK33 inh, OX1R antag-2
- CCC(C)(C)C(=O)Nc1cc([N+](=O)[O-])ccc1Cl
 : 11, -0.7, -28
- O=C(NCc1ccncc1)c1ccc(NS(=O)(=O)c2ccccc2)cc1
 : 17, -0.1, 0
- Cc1ccc(O)c(NC(=O)c2cc(-c3ccccc3Cl)on2)c1
 : 90*, -0.2, 16
- COc1ccccc1CNC(=O)/C=C/c1ccc(S(=O)(=O)NCc2ccco2)cc1
 : 26, /, 10
- COc1ccc2cc(C(=O)Nc3ccc(O)cc3)sc(=O)c2c1OC
 : 29, -5.1, -5
- O=C(NCc1ccccn1)c1cccn1-c1ncc(C(F)(F)F)cc1Cl
 : 22, 0.2, -24
- S=C(NCc1cccc(Cl)c1)NC1CCCCC1
 : 20, -1.0, 5
- COc1cc(C(=O)OC2CSCC2NC(=O)c2ccccc2)cc(OC)c1OC (stereo not given)
 : 13, -0.5, -23
- Cc1ccc(NC(=O)c2cc(-c3ccccc3)nn2-c2ccccc2)cc1
 : 29, 0.5, -8
- C[C@]12c3[nH]c4ccc(Cl)cc4c3CCN1C(=O)[C@@H](CC(=O)NCC13CC4CC(CC(C4)C1)C3)C[C@@H]2C(=O)N1CCCCC1
 : 11, /, -34
- COC(=O)C1CCN(CC(=O)Nc2ccc3c(c2)OCCO3)CC1
 : 6, -1.2, -4
- Cc1ccc(/C=C/c2nnc(-c3cccs3)o2)cc1
 : 42*, -0.6, -10
- O=C(CN1CCN(S(=O)(=O)c2ccccc2)CC1)N1CCCCC1
 : -2, 0.3, -22
- CSc1ccccc1C(=O)N(CC1CCCO1)c1c(N)n(Cc2ccccc2)c(=O)[nH]c1=O (stereo not given)
 : 4, -1.5, -14
- O=C(CCC(=O)OCCCC(F)(F)C(F)(F)F)Nc1ccc(Cl)cc1Cl
 : 18, -0.6, -25

Other records follow:
Order of values: OX1R antag-1, STK33 inh, OX1R antag-2
- COc1ccccc1Nc1nc(-c2cccnc2)cs1
 : 38*, 0.5, -27
- Cc1cccc(-c2nc3ccccc3c(=O)[nH]2)c1
 : 3, -0.6, -19
- CC(C)CC(CO)N1CCN(C(=O)c2ccc(C(C)(C)C)cc2)CCC1=O (stereo not given)
 : 30, 1.8, 8
- CCC(C)(C)n1nnnc1C(c1ccccn1)N1CCOCC1 (stereo not given)
 : 3, -1.0, -6
- CCC1=NN2C(=N)/C(=C\c3cccn3-c3ccc(Cl)cc3)C(=O)N=C2S1
 : 16, 0.5, 0
- CCN(CC)P(=O)(c1ccccc1)c1c(C)nc2ccccn12 (stereo not given)
 : 17, -0.5, -29
- Brc1csc(/C=N/Nc2nc3ccccc3s2)c1
 : 18, /, -24
- CCCCCC1=CCC/C1=N\NC(=O)c1ccc2c(c1)OCO2
 : 29, -0.5, -30
- O=C(CSc1nncn1-c1cccnc1)Nc1ccccc1[N+](=O)[O-]
 : 45, -0.6, -8
- COc1ccccc1CNCC(O)(c1ccc(Cl)cc1)c1ccc(Cl)cc1
 : 9, 0.2, -29
- CSc1ccccc1C(=O)C1CCCN(Cc2cnn(-c3ccccc3)c2)C1 (stereo not given)
 : 11, 0.4, -30
- O=C(c1ccc(-c2ccccc2Cl)s1)N1CCOCC1
 : 27, 0.2, 2
- Cc1ccc(CNC(=O)CN2C(=O)COc3ccc(C)cc32)cc1
 : 16, -0.9, -7
- Cn1c(C(=O)N2CCCC(C(=O)NCCCSC3CCCCC3)C2)cc2sccc21 (stereo not given)
 : 9, 0.3, 23
- CCn1c(NC(=O)c2cccc(Cn3cc(Cl)cn3)c2)nc2ccccc21
 : 24, -0.5, -24

(further entries)
Order of values: OX1R antag-1, STK33 inh, OX1R antag-2
- Cc1cc2c(=O)n(CC(=O)N3CCN(c4ccc(F)cc4)CC3)cnc2s1
 : 37, 1.9, -29
- COc1ccc(S(=O)(=O)Cc2ccc(C(=O)N3CCN(c4ccccn4)CC3)o2)cc1
 : 10, 0.9, -16
- COc1ccc(C(=O)c2ccc(Br)cc2)c2ccccc12
 : 13, -1.5, -14
- O=C(CSc1nccn1Cc1ccccc1)Nc1ccccc1
 : 12, 0.5, -24
- Cc1ccccc1OCC(=O)OCC(=O)Nc1cc(S(=O)(=O)N2CCCCC2)ccc1Cl
 : 13, -1.4, -18
- CC1=NCCN1S(=O)(=O)c1cc([N+](=O)[O-])ccc1Cl
 : 39, -1.5, -9
- COc1ccc(N=Nc2c(-c3ccc(OC)cc3)[nH]oc2=O)cc1
 : 4, 0.3, -29
- COc1ccc(CNC(=O)CSc2cccc3cccnc23)cc1
 : 2, -5.4, -14
- COc1ccc(CCN(C)C(=O)c2ccc(S(=O)(=O)Nc3ccccc3C)cc2)cc1OC
 : 39, 4.7, -4
- Fc1ccccc1COc1ccc2ccccc2c1CNc1nn[nH]n1
 : 10, -1.3, -5
- O=C(OCc1csc(-c2ccccc2)n1)c1ccccc1O
 : 20, -0.7, -22
- O=C1/C(=C/c2cccc([N+](=O)[O-])c2)CSc2ccc(Cl)cc21
 : 7, -1.9, -18
- COc1ccc2c(c1)nc(SCC(=O)C(C)(C)C)n2C
 : 35, 0.7, -11
- COC(=O)COn1c(SCC(=O)OC)nc2ccccc2c1=O
 : 7, 1.0, -8
- O=C(NC1CCCCC1)C1CCC(CNS(=O)(=O)c2cccc3nsnc23)CC1 (stereo not given)
 : 11, -0.2, -7
- Cn1nc(C(=O)OCC(=O)Nc2ccc(F)cc2Cl)c2ccccc2c1=O
 : 2, 0.8, -3

Six of the entries above in order of their number in STK33 inh, descending.
Order of values: OX1R antag-1, STK33 inh, OX1R antag-2
- COc1ccc(CCN(C)C(=O)c2ccc(S(=O)(=O)Nc3ccccc3C)cc2)cc1OC
 : 39, 4.7, -4
- CC1CN(CC(=O)c2c(N)n(Cc3ccccc3)c(=O)n(C)c2=O)CC(C)O1 (stereo not given)
 : 5, 0.5, -12
- Cc1ccc(-c2csc(NC(=O)CN3CCC(C(N)=O)CC3)n2)cc1
 : 8, 0.1, -25
- CCC(C)(C)n1nnnc1C(c1ccccn1)N1CCOCC1 (stereo not given)
 : 3, -1.0, -6
- C=CCN(CC=C)CCOc1ccc(C)cc1[N+](=O)[O-]
 : 9, -1.3, -10
- Cn1c2ccccc2c(=O)c2ccc(C#Cc3ccc(N)cc3)cc21
 : 31, -1.8, 0
